# SR-BI HDL uptake – blocks mouse SR-BI lipid uptake from DiI-HDL; ldlA[mSR-BI] CHO cells, DiI-HDL uptake fluorescence, 3 h; inhibition, % at 12.5 µM; hit rate 0.96% among 320,000; AID 488896;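 active = mean replicate inhibition of at least 70% and a set share of replicates each scoring 70 or more; inconclusive = meets just one of the two criteria; inactive = fails both criteria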;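 also: 0% = median of neutral control wells and 100% = median of positive control wells; values of inactives mirror those of a sister screen read the other way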
# PKA-R2B act – PKA-R2B complex activation. P22694+P31323. PKA-R2B holoenzyme dissociation, Cy5-IP20 fluorescence polarization; R2B truncated from residue 108, S112A mutant; 0% DMSO only, 100% 113 µM cGMP. activation, % at 11.4 µM. hit rate 0.079% among 340,000;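 active = activation above a cutoff set at the mean over all compounds plus 3 SD, cut at about 18% in these data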;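 also: higher means more holoenzyme dissociation and a rise in polarization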
# Arr AP2 block – human beta-arrestin and AP2 interaction inhibition; FITC-arrestin peptide / GST-AP2 beads, flow cytometry; AP2 beta2 appendage carries R879A mutation; hit rate 0.31% among 340,000; inhibition, % at 10 µM;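 active = inhibition above a set limit, near 3 SD of compounds lacking own fluorescence, cut at about 54% in these data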;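 also: plate controls were DMSO wells for no effect and 5 µM unlabelled arrestin peptide for full effect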
#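 System: GST-AP2 R879A glutathione beads; medium: PBS, Tween 20 0.05%, BSA 0.1%; reagent: fluorescein-tagged arrestin peptide at 50 nM final; schedule: pre-incubation 12 min, peptide binding 1 h, room temperature; detection: flow cytometry, FL1 (488/535 nm); read-out: inhibition as reduced fluorescein signal on beads, percent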
# Mot1-301 SUMO – SUMOylation pathway inhibition by Mot1-301 growth rescue; S. cerevisiae Mot1-301 growth rescue, ATP luminescence, 38.5C; percent above DMSO median, 100 means doubled; growth rescue, % at 18.8 µM; hit rate 1% among 320,000;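 active = every valid replicate shows activation above 250% relative to neutral control wells; inactive = the rest, any valid replicate at or below 250%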;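 also: OY570 slx delta 5 strain wells were the positive control but not used for scaling; some compounds called inactive have numbers as strong as hits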
# dFosB activator – activators of mouse delta FosB homodimer; P13346; purified delta FosB, TAMRA-CDK5 oligo fluorescence polarization; percent of positive-control signal above neutral wells; activation, % at 25 µM; hit rate 0.99% among 340,000;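 active = mean activation above about 17%, with every replicate also reaching it, limit read from the data, passing the limit was not always enough; inconclusive = only one of the two conditions met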;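 also: fluorescence polarization rise as delta FosB binds a TAMRA Cdk5 AP-1 oligo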
# SR-BI DiI-HDL act – enhances SR-BI lipid uptake from DiI-HDL; CHO ldlA[mSR-BI] cells, DiI-HDL uptake fluorescence, 3 h; 100 = double the neutral-control signal; activation, % at 12.5 µM; AID 504775; hit rate 0.096% among 320,000;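 active = mean replicate activation of at least 60% and every replicate at or above 60%; inconclusive = mean or all-replicate condition met, but not both; inactive = mean below 60% and not all replicates reaching 60%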;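 also: 0% = median plate neutral-control signal and 100% = twice that signal; values of inactives mirror those of a sister screen read the other way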
#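 Material: SR-BI-overexpressing, LDLR-lacking CHO cells | Dosing: Single compound concentration, delivered by pin transfer | Probe or stimulus: Labelled HDL, 10 µg/mL | Signal: Bottom-read cell fluorescence after medium removal, ex 550/em 595 nm | Schedule: 3 h, 37 °C | Evaluation: HDL uptake via cellular fluorescence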
# MITF act – MITF TRPM1 promoter activation in melanoma cells | hit rate 0.75% among 300,000 | SK-MEL-5 TRPM1-promoter luciferase, 24 h; % of positive control, neutral wells = 0 | activation, % at 12.5 µM;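 active = mean activation of at least 80% with every replicate also reaching 80%; inconclusive = mean reaches 80% but some replicate falls short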;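 also: 0% = neutral control wells and 100% = parthenolide positive control wells; values of inactives mirror those of a sister screen read the other way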
# NSD2 HMT inh – inhibitors of human histone methyltransferase NSD2; NSD2 peptide methylation, AlphaScreen, 120 min; hit rate 0.54% among 310,000; inhibition, % at 12.5 µM; O96028; in the data active = inhibition above about 50%
# Target sequence (O96028 whole entry, looked up): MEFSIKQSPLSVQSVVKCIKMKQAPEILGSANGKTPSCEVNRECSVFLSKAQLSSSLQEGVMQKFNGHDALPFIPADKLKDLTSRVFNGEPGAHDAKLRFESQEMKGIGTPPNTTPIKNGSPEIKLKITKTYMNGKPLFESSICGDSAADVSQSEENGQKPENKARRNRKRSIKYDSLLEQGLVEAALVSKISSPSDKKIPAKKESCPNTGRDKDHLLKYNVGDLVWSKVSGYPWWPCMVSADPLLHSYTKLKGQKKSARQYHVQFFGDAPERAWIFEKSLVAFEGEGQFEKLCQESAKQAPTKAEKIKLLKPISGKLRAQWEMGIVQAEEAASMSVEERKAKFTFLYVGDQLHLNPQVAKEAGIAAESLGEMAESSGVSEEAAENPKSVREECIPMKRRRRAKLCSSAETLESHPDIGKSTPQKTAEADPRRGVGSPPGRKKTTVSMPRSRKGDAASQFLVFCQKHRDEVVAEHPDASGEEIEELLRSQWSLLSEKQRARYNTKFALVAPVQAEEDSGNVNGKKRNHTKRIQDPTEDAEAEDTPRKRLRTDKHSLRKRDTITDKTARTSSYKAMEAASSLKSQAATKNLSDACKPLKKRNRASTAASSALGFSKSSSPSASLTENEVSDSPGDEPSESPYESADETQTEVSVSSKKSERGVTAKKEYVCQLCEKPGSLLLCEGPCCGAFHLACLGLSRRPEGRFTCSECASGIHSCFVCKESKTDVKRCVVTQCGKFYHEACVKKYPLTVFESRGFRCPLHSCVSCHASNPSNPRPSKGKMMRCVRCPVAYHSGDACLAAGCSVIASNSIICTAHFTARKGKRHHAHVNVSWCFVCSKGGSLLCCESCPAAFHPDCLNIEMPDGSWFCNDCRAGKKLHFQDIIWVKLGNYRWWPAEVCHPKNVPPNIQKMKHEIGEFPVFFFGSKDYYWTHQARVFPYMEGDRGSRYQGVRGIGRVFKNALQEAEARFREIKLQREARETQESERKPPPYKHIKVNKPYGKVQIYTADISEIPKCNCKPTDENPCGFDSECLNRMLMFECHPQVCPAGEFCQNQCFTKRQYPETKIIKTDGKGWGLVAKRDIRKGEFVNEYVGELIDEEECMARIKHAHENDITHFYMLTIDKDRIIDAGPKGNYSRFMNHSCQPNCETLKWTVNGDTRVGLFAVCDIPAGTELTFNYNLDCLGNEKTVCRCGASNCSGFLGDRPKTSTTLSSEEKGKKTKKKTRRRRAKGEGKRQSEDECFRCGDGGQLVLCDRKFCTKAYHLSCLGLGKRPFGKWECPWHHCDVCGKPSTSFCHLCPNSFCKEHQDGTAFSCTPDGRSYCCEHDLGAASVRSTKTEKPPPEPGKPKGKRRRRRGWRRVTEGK
# Pemphigus Ab inh – blocks pemphigus antibody binding to human desmoglein-3; P32926; DSG3-coupled beads, scFv-anti-DSG3-GFP binding, flow cytometry; hits give low values; binding (percent of control), % at 10 µM; hit rate 0.48% among 310,000;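 active = binding more than 3 SD below its plate's average and above zero; inconclusive = below that plate limit but binding exactly zero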;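 also: hits lower antibody fragment binding to DSG3; some compounds called inactive have numbers as strong as hits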
# PKA-R1A act – activators of PKA-R1A complex. P00514+P68181. PKA-R1A dissociation, Cy5-IP20 fluorescence polarization; scaled: DMSO 0%, 113 µM cGMP 100%. activation, % at 11.4 µM. hit rate 0.083% among 340,000. AID 504707;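 active = percent activation above the mean of all tested compounds plus 3 SD, cut at about 19% in these data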;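 also: higher means more PKAc released from R1A so a rise in polarization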
# CDK5 p35 inh – inhibitors of human CDK5/p35 kinase. Q00535+Q15078. Recombinant CDK5/p35, ADP-Glo luminescence, 60 min. inhibition, % at 10 µM. hit rate 0.01% among 330,000. AID 488839;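 active = highest replicate inhibition of at least 50% and at least 75% of replicates reaching 50%; inconclusive = only one of the two criteria met; inactive = both criteria failed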;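 also: plate controls were DMSO neutral control for no effect and GW8510 at 10 µM for full effect; many of its hits are not listed in these tables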
# The depositor's hits bear a star; ? = inconclusive; · = no result given. Outcome played no part in choosing rows; about 4.7% have a hit in one of these screens.
SMILES,SR-BI HDL uptake,PKA-R2B act,Arr AP2 block,Mot1-301 SUMO,dFosB activator,SR-BI DiI-HDL act,MITF act,NSD2 HMT inh,Pemphigus Ab inh,PKA-R1A act,CDK5 p35 inh
CC(=O)Nc1ccc(S(=O)(=O)NCC(=O)OCC(=O)N2CCCc3ccccc32)cc1,8,8,-2,1,1,-8,5,0,93,6,-0.3
CC(=O)Nc1ccc(C2=NN(Cc3nnc(-c4ccccc4)o3)C(=O)SC2)cc1,0,-1,12,-9,-14,0,1,13,97,14,-0.4
O=C(c1cccc(C(F)(F)F)c1)N(c1ccccn1)C1CCCCC1,2,8,11,-7,5,-2,-5,-9,102,9,0.5
Cc1onc(-c2c(Cl)cccc2Cl)c1/C(N)=N/OC(=O)C(C)(C)C,-11,0,28,-10,-3,11,·,-1,·,-3,0.0
COc1ccccc1NS(=O)(=O)c1ccc(NC(=O)CCNC(=O)c2ccco2)cc1,0,-4,1,·,-5,0,·,9,·,-13,-1.3
Cc1ccccc1CNCc1ccc2c(c1)OCO2,22,-7,24,·,-2,-22,10,0,108,5,0.8
COc1nc(OC)nc(Oc2ccc([N+](=O)[O-])cc2Cl)n1,-11,-7,-8,0,-4,11,1,0,105,6,0.0
COc1ccc(NC(=O)C2C3CCC4C(CCC32)C4(Cl)Cl)cc1 (configuration not stated),-14,-10,-7,-4,-3,14,5,-2,99,-1,1.1
COc1ccc(OCc2cc(C(=O)NC3CCOC(C)(C)C3)no2)c2ccccc12 (configuration not stated),29,4,12,-3,-11,-29,8,20,·,0,-0.6
CN1OC(c2ccccc2)=C(CO)C1c1ccccc1 (configuration not stated),-38,1,2,-7,1,38,-3,-2,127,-3,-3.4
CC(OC(=O)CNC(=O)c1cccc(F)c1)C(=O)NC1CCCCC1C (configuration not stated),-6,-13,-9,-6,-2,6,1,-1,99,-8,0.4
Cc1ccc(C2=NN(C(=O)CCC(=O)O)C(c3cccc([N+](=O)[O-])c3)C2)cc1 (configuration not stated),-24,15,-2,8,-4,24,-1,-1,99,-5,-2.1
O=C(CCc1nnc(Cc2ccc(-c3ccccc3)cc2)o1)N1CCCC1,5,1,22,·,-5,-5,-2,0,93,11,0.6
O=C1COc2ccc(C(=O)COC(=O)c3ccc4ccccc4n3)cc2N1,-2,11,16,-3,4,2,1,5,108,5,3.0
Cc1cccc(C)c1NC(=O)C(NS(=O)(=O)c1cccs1)c1ccccc1 (configuration not stated),-4,-17,42,0,8,4,6,3,98,-6,-0.1
CN1C(=O)C(=O)/C(=C(/O)c2ccc(Br)cc2)C1c1ccc(F)cc1 (configuration not stated),-23,-3,-14,9,-2,23,·,-4,119,7,0.0
COC(=O)C1=C(C)NC=C([N+](=O)[O-])C1c1ccc(OC)cc1 (configuration not stated),-20,4,0,3,3,20,-7,1,94,-8,-0.3
COc1ccc(-c2cn3cccnc3n2)cc1NS(=O)(=O)c1ccccc1,-39,-8,4,8,-9,39,23,1,94,-6,1.1
CCOC(=O)C1C(=O)C(C(C)=O)C(=O)CC1CC(C)SCC (configuration not stated),-35,-6,18,17,6,35,-3,-2,101,-5,3.7
CCCCn1c2nc3ccccc3nc2c2c(=O)n(-c3ccccc3)cnc21,40,-5,14,38,-21,-40,26,-2,78,-5,-0.4
O=c1c(/C=N\NS(=O)(=O)c2ccccc2)coc2ccc(Cl)cc12,-15,6,14,6,-7,15,12,4,103,-9,0.5
CCOC(=O)c1cnc(-n2nc(C)cc2C)nc1NNc1nc(-c2ccccc2)cc(-c2ccccc2)n1,20,-7,32,5,-10,-20,-62,0,111,1,0.2
COc1ccc(/C=N/Nc2cn[nH]c(=O)c2Cl)cc1,7,-1,3,-10,-6,-7,-9,2,87,-5,3.7
CC1CCCCC1NC(=O)CN1CCC(O)(c2ccc(F)cc2)CC1 (configuration not stated),36,-10,0,12,-2,-36,-8,·,97,3,-0.3
CCOc1cc(C)c(Cl)cc1S(=O)(=O)N1CCCC1,·,-2,26,-11,1,·,-4,2,111,-4,-0.5

# Later entries:
SMILES,SR-BI HDL uptake,PKA-R2B act,Arr AP2 block,Mot1-301 SUMO,dFosB activator,SR-BI DiI-HDL act,MITF act,NSD2 HMT inh,Pemphigus Ab inh,PKA-R1A act,CDK5 p35 inh
Cc1ccc(NC(=O)CCC(=O)NNC(=O)COc2ccc([N+](=O)[O-])cc2)cc1C,6,-9,37,290,13,-6,-10,1,·,3,0.6
O=C(Nc1nnc(-c2ccccc2F)s1)c1cccnc1,·,-6,7,21,15,·,48,3,102,-3,-0.6
CCCCOP(=O)(c1ccc(N(C)C)cc1)C(Nc1ccccc1)c1ccccc1 (configuration not stated),-15,-17,0,87,-13,15,-11,1,113,-11,-2.7
CCCCCCC1CC(CCC(=O)Nc2ccc([N+](=O)[O-])cc2)C(=O)O1 (configuration not stated),-9,8,-4,-19,-2,9,-2,43,97,-5,-0.5
CSc1c(CC(=O)NCCO)n(C)c2ccccc12,-62,-3,-1,-8,0,?,-2,-3,102,11,-8.2
CCN1CCN(C(=O)C2CCN(c3nnc(-n4c(C)ccc4C)s3)CC2)CC1,2,2,5,-7,-1,-2,-1,·,111,-3,1.0
CC1CC(=O)Nc2ccccc2N1C(=O)Nc1ccccc1 (configuration not stated),-9,4,12,2,-5,9,21,-4,115,-6,-1.6
CCS(=O)(=O)N1CCN(c2ccc([N+](=O)[O-])c(NCC3CCCO3)c2)CC1 (configuration not stated),30,-1,19,·,-3,-30,2,4,93,-2,2.2
O=C(O)[C@H](O)[C@@H](O)C(=O)O,-4,4,22,-2,0,4,8,·,103,-10,-0.8
CC(=O)Nc1ccc(/C(C)=N/Nc2nc(Nc3ccccc3)nc(N3CCOCC3)n2)cc1,85*,-3,1,4,-14,-85,65,3,100,-5,2.0
Cc1n[nH]c(C)c1S(=O)(=O)N1CCCC(C(=O)N2CCN(c3ccc(Cl)cc3)CC2)C1 (configuration not stated),28,1,2,49,-6,-28,·,0,95,-5,-1.6
COCC(=O)N1CCC(Oc2ccc(C(=O)NC(C)c3nc(C)sc3C)cc2)CC1 (configuration not stated),-6,-1,1,-3,-5,6,1,-6,·,16,0.0
O=C(Nc1c(C(=O)N2CCN(c3ccccn3)CC2)oc2ccccc12)c1ccc([N+](=O)[O-])cc1,10,8,-7,-1,-4,-10,12,4,105,0,0.7
Nc1ncc(-c2ccccc2)c(-c2ccc(OCc3ccccc3)cc2O)n1,40,-9,21,1,1,-40,14,2,90,-7,-0.4
Cc1cccc(C)c1NC(=O)CCCN1CC(C)OC(C)C1 (configuration not stated),-8,-3,-1,-6,0,8,-1,-2,·,-6,-1.6
O=C(c1cnn2c(C(F)F)cc(-c3ccccc3)nc12)N1CCc2ccccc2C1,47,-4,6,·,-15,-47,-7,-4,91,4,0.3
CCN(CC)c1ccc(C(=O)c2cnc(/N=C/N(C)C)s2)cc1,28,-4,-29,-2,-13,-28,25,-8,·,4,-0.2
CC(C)(C)c1ccc(OCCC(=O)OCC(=O)NCc2ccccc2)cc1,-21,-6,3,6,-16,21,-7,-2,102,-2,-0.1
COc1ccc(C(=O)NCc2nnc(SCC(=O)NC3CCCCC3)o2)cc1,-30,6,3,0,-1,30,7,-3,99,-8,-0.6
COc1ccc(CN(C)C(=O)c2ccc(COc3ccccc3)cc2)c(OC)c1,·,-8,-2,111,-7,·,8,0,92,3,-1.9
Cc1cc(NC(=O)CSc2ccc(F)cc2)no1,-22,-3,50,·,-1,22,2,-5,102,-4,0.3
CCc1ccc(NC(=O)C/C(C)=N/NC(=O)COc2ccc(C)cc2Br)cc1,·,-9,-2,-7,-13,·,-3,-1,118,2,-0.6
O=C(c1ccc(=O)oc1)N1CCN(C(c2ccccc2)c2ccccc2)CC1,0,-10,-12,-16,-3,0,9,2,102,1,-0.6
Cc1ccc(S(=O)(=O)NCC2CCC(C(=O)NCc3ccco3)CC2)cc1 (configuration not stated),7,15,-5,15,-2,-7,-6,2,93,-10,0.6
O=S(=O)(NC1CCN(Cc2ccccc2)CC1)c1cccc2cccnc12,10,-8,21,1,-5,-10,-9,·,108,5,-1.2

# Later entries:
SMILES,SR-BI HDL uptake,PKA-R2B act,Arr AP2 block,Mot1-301 SUMO,dFosB activator,SR-BI DiI-HDL act,MITF act,NSD2 HMT inh,Pemphigus Ab inh,PKA-R1A act,CDK5 p35 inh
COc1cc(/C=N/NC(=O)c2cccc(S(=O)(=O)N3CCCCC3)c2)cc(Br)c1O,26,3,37,-11,-1,-26,-9,18,115,-6,-0.3
COc1ccc(-c2csc(NC(=O)CN3C(=O)NC4(CCCC4)C3=O)n2)cc1OC,40,-4,21,-6,-8,-40,6,6,102,-4,-1.2
N/C(=N\NS(=O)(=O)c1ccc(Cl)cc1)c1ccccn1,-19,0,-9,3,-5,19,-4,·,110,0,0.6
CNC(=O)CSc1nc(-c2ccccc2)c(-c2ccccc2)[nH]1,5,-9,18,23,2,-5,-12,-1,103,-5,0.3
Cc1n[nH]c(C)c1CN(C)C(=O)C1CCC(=O)N(CC2CCCCC2)C1 (configuration not stated),-27,-10,2,236,-1,27,-4,-1,105,-2,-0.6
CCOC(=O)c1cc(C#N)c(SCC(=O)Nc2ccc(C(C)=O)cc2)[nH]c1=O,·,-10,10,2,-4,·,10,1,98,-14,-3.0
Cc1nn(C)c(C)c1S(=O)(=O)N1CCC(C(=O)NC(C)c2ccccc2)CC1 (configuration not stated),·,0,-2,9,11,·,-5,·,·,1,-0.3
Cc1cccc(C)c1NC(=O)CNC(=O)c1cncc(Br)c1,-4,5,-1,-18,5,4,-5,4,·,4,-4.5
COc1ccccc1C(CNC(=O)c1cccc(NS(=O)(=O)c2ccc(C)c(F)c2)c1)N(C)C (configuration not stated),18,-8,-1,2,-6,-18,7,-1,110,3,1.3
